Screening data deposited in PubChem by National Center for Advancing Translational Sciences (NCATS).
EPAC2 antag: antagonists of human EPAC2. hit rate 0.18% among 360,000. EPAC2 GEF exchange of Rap1B-BODIPY-GDP, fluorescence. Q8WZA2. Potency, µM (doses to about 114 µM), inactives show at the highest dose activity, negative = inhibition, hits mostly inhibitors. AID 720708; also: % is scaled to controls: 0 for no effect and ±100 for the full control effect; nearly all actives have a fitted effect of over 45% in size; many of its hits are not listed in these tables
aSyn rescue: rescues yeast growth from alpha-synuclein toxicity. Yeast expressing alpha-synuclein, growth rescue, BacTiter-Glo, 24 h. Potency, µM (top dose mostly 46.1 µM), for the others: at the top dose growth rescue (activation), hits mostly activators. AID 652106. hit rate 0.14% among 370,000; also: % of control where 0% means no effect; nearly all actives have a fitted effect of over 65% in size
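Galactose-induced alpha-syn yeast (OD600=0.02, raffinose-pregrown) + pinned cpd, 24 hr, 30 deg C; growth by BacTiter-Glo luminescence. Growth restoration scores as activation.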
EPAC1 antagonist: antagonists of human EPAC1 | O95398 | EPAC1 GEF assay, Rap1b-BODIPY-GDP exchange fluorescence | Potency, µM (top dose mostly 115 µM), for the others: top-dose activity change, negative = inhibition, usual class: inhibitors | hit rate 0.14% among 360,000 | AID 720709;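 also: plate controls were vehicle for no effect and positive control for full effect; nearly all actives have a fitted effect of over 50% in size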
EPAC2 ag: agonists of human EPAC2 (RAPGEF4); Q8WZA2; EPAC2 activation, biochemical qHTS; response scale: 100% = 6.5 mM cAMP response; Potency, µM (doses to about 154 µM), inactives show at the highest dose activation, most hits filed as activators; hit rate 0.079% among 360,000; also: nearly all actives have a fitted effect of over 50% in size
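Compounds were titrated in qHTS against a Rap1B-BODIPY-GDP (250 nM) complex with EPAC2 (100 nM) and GDP (50 uM). BODIPY-GDP release tracked at 480/540 nm over 30 min at room temperature, normalized to 6.5 mM cAMP.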
PTHR1 agonist: activates the human parathyroid hormone receptor PTHR1. Q03431. HEK293 GP2 PTHR1 cells, GloSensor cAMP luminescence, 1 h. hit rate 0.075% among 410,000. Potency, µM (doses to about 115 µM), for inactives: at the top dose activation, hits mostly activators; also: nearly all actives have a fitted effect of over 55% in size; some results filed as inactive show a strong effect at the top dose; inactives centre near -15; many of its hits are not listed in these tables
Target sequence (Q03431 whole entry, looked up): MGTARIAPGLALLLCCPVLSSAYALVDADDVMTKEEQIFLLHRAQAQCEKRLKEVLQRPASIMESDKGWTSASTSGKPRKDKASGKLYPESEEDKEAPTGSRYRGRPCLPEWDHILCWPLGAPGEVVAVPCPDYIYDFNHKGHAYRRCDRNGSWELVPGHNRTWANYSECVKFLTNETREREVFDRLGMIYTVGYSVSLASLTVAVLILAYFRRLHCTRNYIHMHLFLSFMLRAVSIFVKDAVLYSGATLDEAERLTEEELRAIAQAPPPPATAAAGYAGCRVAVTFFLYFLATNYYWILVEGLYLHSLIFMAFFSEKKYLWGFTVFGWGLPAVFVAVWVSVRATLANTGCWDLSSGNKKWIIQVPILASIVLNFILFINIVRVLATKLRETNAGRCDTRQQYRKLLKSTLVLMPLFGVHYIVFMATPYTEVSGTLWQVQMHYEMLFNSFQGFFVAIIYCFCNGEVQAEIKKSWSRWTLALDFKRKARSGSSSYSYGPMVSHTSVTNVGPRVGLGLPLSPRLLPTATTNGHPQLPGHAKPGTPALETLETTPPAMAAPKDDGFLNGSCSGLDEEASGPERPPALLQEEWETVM
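HEK-293-derived GP2 cells expressing PTHR1 and a GloSensor cAMP reporter, 3,000/well, plated overnight, given luciferin plus IBMX (each 0.5 mM as added) for 1 h at 37 °C, then compound for 1 h at 37 °C. Luminescence was read after 15 min at room temperature.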
FUS suppressor: rescues growth of FUS-expressing yeast. S. cerevisiae FUS-expressing, growth rescue, OD600, 24 h. Potency, µM (doses to about 76.6 µM), for inactives: at the highest dose growth rescue (activation), most hits filed as activators. hit rate 0.24% among 390,000. AID 1347120;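 also: plate controls were DMSO vehicle for no effect and reference control for full effect; nearly all actives have a fitted effect of over 55% in size; some results filed as inactive show a strong effect at the top dose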
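Steps: raffinose overnight preculture; dilution to OD 0.005 in 2% galactose minimal medium; compound addition (concentration series); 24hr at 30C, 99% humidity; absorbance read at 600 nm.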
TDP-43 yeast inh: inhibitors of TDP-43 toxicity in yeast; TDP-43 expressing yeast growth rescue, BacTiter-Glo, 24 h; Potency, µM (series often up to 46.1 µM), for inactives: at the highest dose growth rescue (activation), hits mostly activators; hit rate 1.8% among 410,000; also: % of control where 0% means no effect; nearly all actives have a fitted effect of over 50% in size
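Growth rescue of TDP-43-toxic yeast measured as ATP luminescence (BacTiter-Glo). Cells grown to mid-log in raffinose, induced in galactose at OD600=0.02, exposed to compound 24 hr at 30 deg C.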
EPAC1 agonist: activates human EPAC1 exchange factor. O95398. EPAC1 agonist qHTS, biochemical assay; response scale: 100% = response to 6.5 mM cAMP. Potency, µM (series often up to 154 µM), inactives show at the highest dose activation, most hits filed as activators. hit rate 0.073% among 360,000. AID 720707; also: nearly all actives have a fitted effect of over 60% in size
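Nucleotide exchange by EPAC1 (100 nM) on Rap1B–BODIPY-GDP (250 nM) in the presence of 50 uM GDP is tracked fluorescently at 480/540 nm over 30 min. Signals are normalized to a 6.5 mM cAMP control.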
Starred values were filed as active, the others as inactive; i = inactive; ? = inconclusive; . = not tested or not shown; [ ] = another dose, or the depositor's remark. Calls follow the shape of the dose curve; as a rule, active = well fitted curve in the direction sought with a large enough effect; inconclusive = small, poorly fitted or top-dose-only effect, or another doubt; inactive = no such curve, though single readings can be large; an effect the other way counts as inactive or inconclusive. Potency is read from the fitted curve at half-maximal effect. A portion of the library. The share of hits here may be higher or lower than overall.

Results follow in this order: EPAC2 antag	aSyn rescue	EPAC1 antagonist	EPAC2 ag	PTHR1 agonist	FUS suppressor	TDP-43 yeast inh	EPAC1 agonist
> O=C(NC(c1ccc(F)cc1)c1cnccn1)C1CCN(CCOc2ccc(Cl)cc2Cl)CC1 (centres undefined)
  -9.2%	-0.1%	-17.7%	9.1%	i	14.0%	19.3%	0.5%
> COc1cccc(C(=O)Nc2nnc(S(=O)(=O)Nc3cccc(C)c3)s2)c1
  2.3%	-0.8%	?	8.5%	-32.9%[inhibitor]	-20.8%	22.2%	-17.5%
> CC1CC(C)CN(CCCNC(=O)c2ccc3c(c2)NC(=O)CS3)C1 (centres undefined)
  -0.7%	-2.0%	16.3%	7.8%	i	1.0%	7.5%	11.2%
> C=CCN1C(=O)c2ccc(C(=O)N(CC(C)C)c3c(N)n(CCCC)c(=O)[nH]c3=O)cc2C1=O
  34.6%[activator]	0.3%	-1.9%	-11.6%	-10.8%	-0.9%	-21.8%	-40.6%[inhibitor]
> COc1ccc(-c2cc(C(F)(F)F)n3ncc(C(=O)N(C)Cc4ccccc4)c3n2)cc1
  2.9%	-9.6%	-12.4%	2.7%	-28.0%	36.0%	7.0%	6.2%
> O=C(CC(=O)NC1CCCCC1)N/N=C/c1cccc2ccccc12
  -1.0%	4.2%	-17.7%	-2.6%	i	-1.0%	10.8%	-5.1%
> CCN1C(=O)[C@H]2[C@@H](c3ccc(-c4ccc(F)cc4)cc3)N[C@@](C)(C(=O)OC)[C@H]2C1=O
  -6.4%	-0.5%	-0.7%	4.0%	-39.6%[inhibitor]	25.0%	14.9%	-6.7%
> CS(=O)(=O)N(CC(=O)NC1CC1)C1CCCCC1
  20.5%	-3.9%	5.2%	5.7%	i	.	-9.3%	0.0%
> CC1CCCCN1C(=O)CSc1nnc(-c2ccccc2O)o1 (centres undefined)
  -5.9%	-2.4%	-10.5%	3.3%	i	14.4%	18.4%	1.6%
> CN(Cc1cccnc1)Cc1c(C(=O)N2CCc3ccccc3C2)nc2ccc(Cl)cn12
  1.5%	-2.9%	8.4%	-2.9%	-34.1%[inhibitor]	-18.2%	-17.4%	-1.8%
> Cc1csc(=N)n1CC(=O)N1CCc2ccccc21
  -4.0%	-2.0%	3.2%	-9.5%	-11.7%[57.5 µM]	-12.6%	-5.9%	17.5%
> Cc1nn(-c2ccccc2)c(C)c1C(=O)OCC(=O)c1c(N)n(CC(C)C)c(=O)n(C)c1=O
  -3.6%	0.5%	-5.4%	12.4%	-26.9%	?	?	16.5%
> COc1ccccc1CN1CC(C(=O)NCc2c(F)ccc(C)c2F)CCC1=O (centres undefined)
  -9.8%	7.7%	-10.5%	4.4%	i	3.4%	13.7%	-1.3%
> CC1(C)Cc2c(sc(NC(=O)C(=O)NCC3CCCO3)c2C(N)=O)CO1 (centres undefined)
  6.0%	-2.8%	-4.5%	2.6%	i	-0.1%	8.5%	-3.7%
> Nc1ccccc1Nc1ccccc1
  -3.8%	-8.5%	-1.6%	0.1%	i	.	-8.3%	-0.3%
> O=C(NCCc1ccc(O)cc1)c1[nH]c(C(F)(F)F)nc1-c1ccccc1
  9.8%	1.5%	19.7%	5.1%	-14.3%	-16.6%	11.8%	-17.9%
> Cc1ccc(Cc2c(-c3ccccc3)nc3ccc(Cl)cn23)cc1
  -25.5%	?	-2.6%	9.4%	i	?	-6.5%	4.9%
> CN(C)S(=O)(=O)N1CCC(n2nccc2NC(=O)CCc2ccccc2)CC1
  0.6%	-0.1%	-10.9%	10.6%	i	13.1%	-1.3%	-2.7%
> COc1ccc(CCNC(=O)COc2ccc3c(C)cc(=O)oc3c2)cc1
  4.6%	0.4%	-6.1%	4.4%	i	-22.8%	6.0%	2.6%
> COc1ccc(C)cc1NC(=S)N1CCN(c2ncccn2)CC1
  7.8%	4.7%	-8.4%	6.0%	-9.9%	12.2%	25.9%	4.1%
> CCOc1ccc(N(CC(=O)NC2CCCC2)C(=O)c2ccc(C)s2)cc1
  -4.0%	2.5%	-6.6%	11.0%	-6.8%	20.7%	2.4%	-10.2%
> CC/C(=C\C(=O)c1ccncc1)Nc1ccc(Br)cc1
  0.9%	-3.2%	-0.9%	6.8%	i	-13.9%	-9.9%	1.4%
> CC(=O)C1=C(c2ccccc2)NC(=S)NC1c1ccc(O)c(O)c1 (centres undefined)
  -1.2%	-2.2%	?	3.4%	-24.4%	2.2%	-15.4%	-5.9%
> COc1ccc(CNC(=O)CN(Cc2ccco2)C(=O)CNS(=O)(=O)c2ccc(F)cc2)cc1
  -2.2%	4.2%	-11.0%	-8.1%	i	-3.4%	-2.5%	-5.6%
> CCN(CC)S(=O)(=O)c1cccc(N=Nc2sc(N)nc2C)c1
  -16.1%	-5.4%	-10.1%	15.1%	-6.2%	35.7%	-10.2%	6.5%
> O=C(NNC(=O)C1CCN(Cc2ccc(Cl)c(Cl)c2)CC1)c1cccs1
  2.1%	0.8%	-3.2%	10.2%	-4.5%	-3.6%	-6.8%	10.7%
> CCN(C(=O)CSc1nnc(-c2ccccc2OC)n1N)c1c(N)n(Cc2ccccc2)c(=O)[nH]c1=O
  -3.2%	-2.0%	6.5%	9.3%	?	-3.3%	6.5%	6.5%
> O=C(NC1CCCc2ccccc21)c1ccccn1 (centres undefined)
  2.0%	-3.1%	-8.8%	2.3%	i	-2.3%	4.0%	0.6%
> COc1cccc(CNC(=O)[C@@H]2CCCN2C(=O)[C@H]2CCCCN2C(=O)c2cccc(OC)c2)c1
  2.7%	-2.9%	-8.7%	9.2%	-26.8%	7.4%	0.0%	5.6%
> COc1ccc(/C=N/N(C)c2cc(=O)n(C)c(=O)[nH]2)cc1OC
  -5.8%	-0.6%	-10.6%	4.3%	-1.7%	-2.1%	-14.6%[0.397 µM]	3.5%
> CNc1ccc(N=Nc2cccc3ncccc23)cc1
  -3.7%	-14.6%	-4.3%	-0.3%	-56.9%[inhibitor]	.	21.9%	-6.0%
> CN(C)c1cccc(NC(=O)C2Cc3c(-c4cccnc4)ccnc3O2)c1 (centres undefined)
  6.7%	-0.6%	?	8.7%	16.6%	10.5%	19.5%	-0.5%
> Cc1c(NC(=O)C(C)Oc2ncnc3ccccc23)c(=O)n(-c2ccccc2)n1C (centres undefined)
  4.2%	2.5%	-4.8%	9.6%	i	-19.0%	22.4%	3.4%
> COc1cnc(-c2ccccn2)nc1N(C)C
  -6.9%	-9.2%	6.6%	0.9%	i	-11.3%	7.4%	5.7%
> Cc1ccc(OCC(=O)N/N=C/C=C/c2ccco2)cc1
  -1.4%	6.0%	?	-3.9%	-12.9%[57.5 µM]	?	10.9%	-13.3%
> CCC(C)(C)NC(=O)CN(C(=O)c1snc(C(N)=O)c1N)c1ccc2nc(C)sc2c1
  -18.2%	0.8%	-3.9%	2.7%	-15.9%	10.8%	19.6%	8.7%
> COc1ccc2[nH]c3c(c2c1)CCN1C(=O)C(CC(=O)NCCCn2ccnc2)C[C@H](C(=O)N2CCCCC2)[C@@]31C (some centres undefined)
  12.8%	0.2%	-9.6%	-12.7%	-24.1%	8.4%	5.1%	3.9%
> CCOc1cc(CNCc2cccnc2)cc(Br)c1OCC(N)=O
  1.2%	-6.3%	-21.7%	-3.2%	-9.2%	26.1%	-8.3%	7.6%
> CC1CCc2c(C(=O)NCc3ccco3)csc2C1 (centres undefined)
  -9.3%	7.1%	3.6%	2.9%	i	10.7%	0.0%	4.0%
> COC(=O)c1oc2ccc(Cl)cc2c1N
  -3.1%	1.8%	-4.3%	4.6%	i	2.3%	0.0%	0.6%
> Cc1cc(C)c2oc(-c3ccc(C)c(NC(=S)NC(=O)c4cccs4)c3)nc2c1
  0.3%	0.4%	7.6%	-10.0%	-10.2%[57.5 µM]	3.0%	-7.1%	-0.3%
> COc1cc(/C=N/NC(=O)c2cccnc2)ccc1OC(=O)c1cc(OC)c(OC)c(OC)c1
  -7.9%	-8.2%	?	-6.3%	-2.4%	4.6%	0.8%	-7.2%
> O=C(C1CCN(S(=O)(=O)c2ccc(Br)s2)CC1)N1CCCCC1
  13.0%	-0.1%	-4.6%	12.2%	-15.3%	8.1%	-21.7%	8.7%
> COc1ccc(CCNC(=O)COC(=O)COc2ccc(Cl)cc2)cc1OC
  2.7%	3.0%	5.8%	-6.0%	-21.3%	-16.8%	7.4%	-2.6%
> Cc1ccc(/C=N/NC(=O)CNC(=O)c2cccs2)o1
  -1.1%	5.7%	-1.9%	2.9%	-13.6%	-20.4%	3.1%	6.3%
> Cc1ccc(C(=O)N2CCC3(CC2)Oc2ccc(F)cc2C(=O)C32CC(c3ccccc3)=NO2)s1 (centres undefined)
  1.6%	11.0%	2.7%	8.9%	-23.4%	?	5.3%	-2.9%
> O=C(Nc1ncn[nH]1)c1ccc(Cl)c(S(=O)(=O)N2CCCCCC2)c1
  -5.5%	-4.0%	-6.6%	8.9%	-15.1%[57.5 µM]	25.0%	-5.4%	3.4%
> Cc1ccc(S(=O)(=O)N2CCN(c3nc(C)c4c(c3C#N)CC(C)(C)OC4)CC2)cc1
  -3.5%	16.3%	-9.1%	-25.8%	-79.7%[inhibitor][57.5 µM]	23.3%	3.6%	1.0%
> O=C(CCCn1c(=S)[nH]c2ccsc2c1=O)Nc1ccc2c(c1)OCCO2
  -2.2%	0.3%	-0.3%	-4.4%	i	10.5%	17.8%	-0.8%
> CNC(=S)NNC(=O)Cc1ccc(OC)c(OC)c1
  -2.1%	-4.0%	1.5%	11.2%	-14.7%[57.5 µM]	-2.9%	9.4%	-8.9%
> Cc1noc(C)c1CSCC(=O)Nc1cc(S(=O)(=O)N2CCOCC2)ccc1OCC(F)(F)F
  2.5%	3.1%	12.6%	2.5%	i	1.9%	19.9%	-5.5%

Full records, looked up by structure:
O=C(NNC(=O)C1CCN(Cc2ccc(Cl)c(Cl)c2)CC1)c1cccs1 is listed with EPAC2 antag = 2.1%; aSyn rescue = 0.8%; EPAC1 antagonist = -3.2%; EPAC2 ag = 10.2%; PTHR1 agonist = -4.5%; FUS suppressor = -3.6%; TDP-43 yeast inh = -6.8%; EPAC1 agonist = 10.7%
COc1ccccc1CN1CC(C(=O)NCc2c(F)ccc(C)c2F)CCC1=O (centres undefined) is listed with EPAC2 antag = -9.8%; aSyn rescue = 7.7%; EPAC1 antagonist = -10.5%; EPAC2 ag = 4.4%; PTHR1 agonist = i; FUS suppressor = 3.4%; TDP-43 yeast inh = 13.7%; EPAC1 agonist = -1.3%
